Assay outcomes: PubChem BioAssay, several laboratories
MEP2-GFP yeast: yeast TOR pathway MEP2-GFP modulation. GFP response vs DMSO, % at 10 µM. 330,000 compounds, 0.51% hits. S. cerevisiae MEP2-GFP strain, flow cytometry GFP, 3 h; 100% = DMSO control level;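 active = GFP response versus DMSO above a set limit, roughly screen mean plus 3 SD, cut at about 180% in these data; inconclusive = fewer than 70 cells counted for a yeast strain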;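 also: median GFP fluorescence of the barcode-gated MEP2-GFP cells per well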
GRK2 inh: human GRK2 inhibition via aptamer displacement | bead flow cytometry, FAM-aptamer displacement from GRK2 | inhibition of aptamer binding, % at 10 µM | 330,000 compounds, 0.59% hits | AID 488847;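 active = inhibition of aptamer binding above 40%, roughly 3 SD of noise, on plates passing a quality check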;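 also: median bead fluorescence of bound FAM aptamer so fluorescent compounds give negative values; no value below 0 was filed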
Target sequence (P25098 whole entry, looked up): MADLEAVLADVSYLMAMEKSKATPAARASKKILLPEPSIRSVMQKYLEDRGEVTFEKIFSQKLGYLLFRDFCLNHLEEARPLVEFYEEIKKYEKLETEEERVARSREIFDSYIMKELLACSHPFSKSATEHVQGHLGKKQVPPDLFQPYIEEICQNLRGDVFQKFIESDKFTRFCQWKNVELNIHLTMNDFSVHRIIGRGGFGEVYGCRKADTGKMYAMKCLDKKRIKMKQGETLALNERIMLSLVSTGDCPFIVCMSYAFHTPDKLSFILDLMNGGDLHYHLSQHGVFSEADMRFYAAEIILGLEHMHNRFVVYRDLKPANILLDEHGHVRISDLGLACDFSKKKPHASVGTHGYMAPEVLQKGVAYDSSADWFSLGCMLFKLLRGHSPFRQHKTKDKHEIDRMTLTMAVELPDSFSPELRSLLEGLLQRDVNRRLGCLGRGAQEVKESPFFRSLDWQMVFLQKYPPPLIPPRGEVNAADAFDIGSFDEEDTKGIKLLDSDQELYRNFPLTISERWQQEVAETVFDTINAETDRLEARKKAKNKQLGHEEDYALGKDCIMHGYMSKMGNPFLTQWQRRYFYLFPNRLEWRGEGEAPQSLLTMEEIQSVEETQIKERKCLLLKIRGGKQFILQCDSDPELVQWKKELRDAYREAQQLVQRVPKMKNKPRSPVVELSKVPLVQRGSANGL
CIT2 TOR yeast: modulators of TOR pathway CIT2-GFP in S. cerevisiae. S. cerevisiae CIT2-GFP strain, flow cytometry, 3 h; 100 means same as DMSO wells. AID 2029. GFP response vs DMSO, % at 10 µM. 320,000 compounds, 0.065% hits;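 active = GFP response relative to DMSO above a set limit, near the screen mean plus 3 SD, cut at about 150% in these data; inconclusive = Fewer than 70 cells measured for a yeast strain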;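 also: ratio of well median GFP fluorescence to mean of DMSO wells on the plate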
GASC-1 inh: blocks human GASC-1 demethylase activity | Q9H3R0 | GST-JMJD2C(1-420) H3K9me3 demethylation, DELFIA europium | inhibition, % at 2.35 µM | 330,000 compounds, 0.069% hits | AID 2099;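 active = more than half of a compound's replicate wells show inhibition beyond 50%, single wells judged on their own value; inconclusive = some, but no more than half, of replicates pass 50% inhibition; inactive = no replicate passes 50% inhibition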;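 also: signal counts dimethyl H3K9 product captured on neutravidin plate; 0% = median of DMSO wells and 100% = 0.3 times that DMSO median; strong numbers were not always called active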
Target sequence (Q9H3R0 1-420 limits assumed): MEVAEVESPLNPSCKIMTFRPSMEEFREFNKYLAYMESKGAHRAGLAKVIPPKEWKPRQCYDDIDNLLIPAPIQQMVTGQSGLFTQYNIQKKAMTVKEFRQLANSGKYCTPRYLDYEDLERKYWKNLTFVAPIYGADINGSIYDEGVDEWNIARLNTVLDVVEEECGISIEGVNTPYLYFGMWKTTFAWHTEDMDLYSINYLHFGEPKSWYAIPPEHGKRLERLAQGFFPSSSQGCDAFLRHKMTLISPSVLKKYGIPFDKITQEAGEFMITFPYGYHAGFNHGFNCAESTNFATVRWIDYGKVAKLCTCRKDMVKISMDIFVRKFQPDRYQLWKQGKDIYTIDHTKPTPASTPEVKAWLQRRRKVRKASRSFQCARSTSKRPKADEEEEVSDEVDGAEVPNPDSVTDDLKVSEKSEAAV
VLA-4 inh: inhibition in a human VLA-4 binding assay; VLA-4 expressing cells, ligand binding flow cytometry; inhibition, % (about 7 µM as worked out from the volumes in the protocol); AID 2557; P13612; 330,000 compounds, 0.2% hits; in the data active = inhibition above about 50%
AGP1-GFP MLPCN: modulators of TOR pathway AGP1-GFP in S. cerevisiae. AID 2066. 320,000 compounds, 0.02% hits. S. cerevisiae AGP1-GFP multiplex flow cytometry, 3 h; GFP as percent of DMSO wells. GFP response vs DMSO, % at 10 µM;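 active = GFP response relative to DMSO above a set limit, near screen average plus 3 SD, cut at about 150% in these data; inconclusive = fewer than 70 cells counted for the yeast strain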;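 also: median GFP channel fluorescence of the gated AGP1 strain per well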
RPL19A-GFP yeast: modulators of TOR pathway RPL19A-GFP in S. cerevisiae | percent response vs DMSO, % at 10 µM | AID 2025 | S. cerevisiae RPL19A-GFP strain, flow cytometry, 3 h; active compounds read low | 330,000 compounds, 0.3% hits;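 active = percent response vs DMSO below 50%; inconclusive = fewer than 70 events counted for the yeast strain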;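 also: median channel GFP fluorescence of the barcoded RPL19A-GFP strain; ratio of sample median GFP to plate DMSO average so 100% = DMSO; lower means less RPL19A-GFP as with rapamycin TOR inhibition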
LAP4 TOR yeast: yeast TOR pathway LAP4-GFP modulation | S. cerevisiae LAP4-GFP multiplex, flow cytometry GFP, 3 h; median GFP as percent of DMSO wells | GFP response vs DMSO, % at 10 µM | 320,000 compounds, 0.34% hits;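 active = GFP response vs DMSO above a set limit, about the screen mean plus 3 SD, cut at about 150% in these data; inconclusive = under 70 cell events counted for the yeast strain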
* = called active by the depositor; u = inconclusive; x = not tested or not shown; [ ] = another dose, or the depositor's remark.

MEP2-GFP yeast	AGP1-GFP MLPCN	GASC-1 inh	CIT2 TOR yeast	LAP4 TOR yeast	GRK2 inh	VLA-4 inh	RPL19A-GFP yeast	canonical_smiles
94	98	-24	102	107	0	9	101	CCn1cc(CN2CCC(C(=O)Nc3ccc(Oc4cccnc4)cc3)CC2)c(C)n1
u	u	5	u	u	1	-7	u	O=S(=O)(c1ccccc1)N1N=C(c2ccc(Br)cc2)CC1c1ccco1 (stereo not drawn)
105	100	0	103	100	2	-1	100	Nn1c(SCC(=O)Nc2cccc(F)c2)nnc1C1CCCCC1
99	98	-1	107	93	0	-2	96	CCOC(=O)c1sc(=S)n(C)c1C
89	94	x	78	136	0	21	83	Cc1ccc2nc(CSc3nc(C)nc4c3oc3ccccc34)[nH]c2c1
106	99	-4	96	97	0	0	100	CC1(C)Cc2c(C#N)c(NCCN3CCOCC3)nc(-c3ccco3)c2CO1
100	95	-3	95	98	3	2	99	CCOc1ccc(S(=O)(=O)N(C)C)cc1-c1nc2c(C(C)(C)C)nn(C)c2c(=O)[nH]1
88	88	23	83	89	0	-1	89	CN1CCN(S(=O)(=O)c2ccc(NC(=O)c3cccc(S(=O)(=O)N4CCCC4)c3)cc2)CC1
107	107	11	108	106	1	7	101	N#CCC(=O)N/N=C/c1ccccc1Cl
111	115	9	110	112	1	-3	98	CCN(CC)C(=O)COc1coc(CN2CCN(c3cccc(Cl)c3)CC2)cc1=O
95	95	4	102	87	0	8	92	CCN1CCN(C(=O)Cn2nc(C)n3c(cc4c(OC)cccc43)c2=O)CC1
96	94	8	99	99	0	16	97	CCCN1CCN(C(=O)c2cc(COc3ccc(F)c(F)c3)on2)CC1
105	104	2	99	97	2	6	102	COc1ccc(C)cc1-n1nnnc1SCn1nnc2ccccc2c1=O
98	99	u	100	98	3	14	98	Cc1ncsc1CCOC(=O)c1cccnc1
90	94	-3	89	93	2	-3	94	Cc1c(OC(C(=O)O)c2ccccc2)ccc2c(-c3ccccc3)cc(=O)oc12 (stereo not drawn)
95	103	1	99	93	3	10	98	COC(=O)CCC(=O)N(CCN(C(=O)CCC(=O)OC)c1ccccc1)c1ccccc1
93	96	-4	97	96	0	-5	95	Cc1ccc2oc(NC(=O)N3CCOCC3)cc(=O)c2c1
101	92	8	95	100	0	13	84	COc1ccccc1CNCC(=O)Nc1cc(S(=O)(=O)N2CCCCCC2)ccc1Cl
96	104	-5	98	99	0	5	98	CN(C)c1ccc(C(CNC(=O)Cc2cccc3ccccc23)N(C)C)cc1 (stereo not drawn)
128	98	-19	110	92	0	-11	107	Cc1ccc2oc(C(=O)N3CCN(Cc4nccn4C)CC3)c(C)c2c1
106	108	-1	99	117	8	-1	108	COc1ccc(OCCCC(=O)Nc2ccc(S(=O)(=O)N3CCOCC3)cc2)cc1
109	99	10	99	107	0	-9	105	O=C(Nc1ccc(F)cc1)C1C(c2ccccc2)C1(Cl)Cl (stereo not drawn)
91	96	6	97	93	10	1	104	COc1cc(NC(=O)CSc2ccc(-c3cccnc3)nn2)cc(OC)c1
101	101	7	101	99	2	17	100	CC(/C=N/NC(=O)C(O)c1ccccc1)=C\c1ccccc1 (stereo not drawn)
95	100	8	100	100	5	-2	99	CCOC(=O)C1CN(S(=O)(=O)c2ccc(Cl)cc2)c2cc(S(=O)(=O)CC)ccc2O1 (stereo not drawn)
105	99	-10	106	107	1	-9	104	COc1ccc(-c2n[nH]c(=S)n2-c2ccc(C)cc2)cc1
99	98	-11	92	96	0	19	95	O=C(NCCCCCCCCCNC(=O)C(F)(F)F)C(F)(F)F
101	94	7	94	100	0	5	104	CSc1ccccc1C(=O)Nc1nc2ccccc2[nH]1
108	99	21	101	103	5	2	101	CC(=O)c1ccc(N(C(=O)c2csnn2)C(C(=O)NC2CCCC2)c2ccccc2)cc1 (stereo not drawn)
114	92	-8	95	108	0	5	80	Cn1c(C(C#N)C(=O)c2ccco2)nc2ccccc21 (stereo not drawn)
98	93	7	106	168*	15	29	98	Cc1ccc(-n2nnnc2C(Cl)(Cl)c2nnnn2-c2ccc(C)cc2)cc1
100	92	20	93	103	0	1	95	Nc1nc(SCC(=O)NCCc2ccccc2)[nH]c(=O)c1-c1ccccc1
94	91	-3	87	90	0	-10	92	CC12CCC(=O)N1C(C(=O)NCCN1C(=O)S/C(=C\c3ccc(OC(F)F)cc3)C1=O)CS2 (stereo not drawn)
102	100	-1	90	100	0	-11	101	CSc1nc(NCc2ccco2)c2c3c(sc2n1)CN(C)CC3
106	100	-4	99	103	0	12	104	COc1ccc(CCN(C)C(=O)c2cc(-c3ccccc3)nc3ccc(C)cc23)cc1OC
99	104	1	x	88	2	-5	100	CC(=O)Nc1ccc(NC(=O)COC(=O)Cc2cccs2)cc1
102	94	4	98	92	8	-5	98	O=C(COc1ccccc1[N+](=O)[O-])N/N=C/c1ccc(O)c([N+](=O)[O-])c1
99	99	8	93	112	0	-19	93	CCn1c(Sc2ccc(N)cc2Cl)nc2ccccc21
91	86	14	95	109	0	14	96	Nc1nc(-c2cccnc2)nc2sc3c(c12)CCCC3
94	96	71	88	118	0	51*	100	O=C(O)CCc1nc(-c2ccccc2)c(-c2ccccc2)o1
99	101	0	109	97	3	8	88	CSCCC(NS(=O)(=O)c1ccc2c(c1)OCCO2)C(=O)N(C)Cc1ccc(C)cc1 (stereo not drawn)
115	101	3	109	102	0	1	112	O=C(Nc1ccc2c(c1)OCO2)N1CCCc2ccccc21
109	98	0	98	101	0	-5	103	COc1ccc(C2/C(=C(/O)c3ccc(F)cc3)C(=O)C(=O)N2c2ccccn2)cc1OC (stereo not drawn)
105	98	-1	95	95	0	4	103	Cc1cc(C)c(S(=O)(=O)N2CCCC2)c(C)c1
108	107	134	107	103	0	-11	113	Clc1ccc(N=C2SCC3CCCCN23)cc1 (stereo not drawn)
112	112	1	114	104	1	-13	108	CCOC(=O)N1CCN(C(=O)COc2ccccc2OC)CC1
352*[may fluoresce violet]	18[may fluoresce violet]	-4	u	105[may fluoresce violet]	0	12	57[may fluoresce violet]	O=c1cc(O)nc(SCc2ccc(Cl)cc2)[nH]1
115	73	1	66	94	0	1	81	CC(C)(O)C#Cc1ccc(CN2CCC(n3nccc3NC(=O)C3CC3)CC2)cc1
93	97	x	92	97	2	5	93	O=C(COC(=O)CN1C(=O)C2CCCCC2C1=O)NCc1ccc(Cl)cc1Cl (stereo not drawn)
92	92	32	85	95	0	3	97	CCCCOc1ccc(S(=O)(=O)N2CCCCC2)cc1

As a short view, some entries already given.
MEP2-GFP yeast	AGP1-GFP MLPCN	GASC-1 inh	CIT2 TOR yeast	LAP4 TOR yeast	GRK2 inh	VLA-4 inh	RPL19A-GFP yeast	canonical_smiles
105	99	-10	106	107	1	-9	104	COc1ccc(-c2n[nH]c(=S)n2-c2ccc(C)cc2)cc1
99	98	-11	92	96	0	19	95	O=C(NCCCCCCCCCNC(=O)C(F)(F)F)C(F)(F)F

The listing continues.
MEP2-GFP yeast	AGP1-GFP MLPCN	GASC-1 inh	CIT2 TOR yeast	LAP4 TOR yeast	GRK2 inh	VLA-4 inh	RPL19A-GFP yeast	canonical_smiles
93	99	-7	92	101	0	16	92	Cc1ccc(NC(=O)CCC(=O)NNC(=S)Nc2ccccc2)c(C)c1
102	109	12	106	99	2	-8	101	Cc1ccc(S(=O)(=O)NCC(=O)N(CC(=O)NC2CCCC2)CC2CCCO2)cc1 (stereo not drawn)
105	106	-3	111	101	0	9	105	O=C(/C=C/c1ccc(Cl)cc1)Nc1ccc(S(=O)(=O)Nc2ncccn2)cc1
93	96	-6	93	98	7	13	96	CC(C)(C)OC(=O)C[C@@H]1C/C=C\C[C@@H](CC(=O)N(CCO)Cc2ccccc2)C(=O)NCCOC1=O
115	105	-1	103	107	0	-6	107	O=C(Cc1coc2cc3c(cc12)CCC3)NC1CCCCCCC1
101	100	2	105	100	14	14	109	Cc1ccccc1OCCC(=O)OCC(=O)Nc1ccc(C(N)=O)cc1
104	103	0	107	96	0	-3	106	COc1ccc(C(C(=O)NC2CCCC2)N(C(=O)c2snc(-c3ccc(F)cc3)c2N)c2ccc(OC)cc2)cc1 (stereo not drawn)
102	100	2	105	97	1	1	100	C/C(Cn1nc([N+](=O)[O-])cc1C)=N\NC(=O)COc1c(Cl)cc(Cl)cc1Cl
99	106	-5	99	104	2	-2	107	O=C1CC(NCc2ccc3c(c2)OCO3)C(=O)N1Cc1ccc2c(c1)OCO2 (stereo not drawn)
98	102	-7	89	101	0	-11	104	C=C(C)CN=C1SC(C(=O)Nc2sc3c(c2C(=O)OC)CCC3)C(N)=C1C(N)=O (stereo not drawn)
99	89	1	97	96	1	28	91	O=S1(=O)CC(O)C(NCc2cccnc2)C1 (stereo not drawn)
90	98	-20	94	90	1	-107	92	Cc1cccc(-c2c(NC(=O)c3ccco3)oc3ccc(Cl)cc3c2=O)c1
101	96	4	95	94	0	27	99	CCCn1c(SC(C(=O)Nc2cc(C)ccc2OC)c2ccccc2)nc2ccccc2c1=O (stereo not drawn)
116	109	1	x	106	6	6	101	Cc1ccc(SCCC(=O)N2CCC(C(N)=O)CC2)cc1
111	91	7	100	101	0	4	100	O=C(CSCc1ccccc1Br)Nc1ccccc1
99	106	10	102	94	1	7	104	CC(=O)Nc1ccc(NC(=O)CCc2nc3ccccc3c(=O)[nH]2)cc1
93	102	7	98	109	0	0	102	CCOC(=O)c1sc(NC(=O)CN2CCCC2)c(C(=O)OCC)c1C
96	96	4	90	105	4	6	93	COC(=O)Cn1c(=NC(=O)CSCC(=O)Nc2cc(C)on2)sc2ccccc21
97	100	3	88	93	3	4	94	CCCCn1c(N)c(N(CC(C)C)C(=O)C2CCN(S(=O)(=O)c3ccc(C)cc3C)CC2)c(=O)[nH]c1=O
u	u	34	u	u	0	11	u	O=C(COc1c(CO)cc(Br)cc1CO)NC1CCCc2ccccc21 (stereo not drawn)
99	104	-3	105	94	1	-3	100	CCN1CCN(S(=O)(=O)c2ccc3c(c2)OCCO3)CC1
119	88	1	117	99	0	-2	95	CCCOC(=O)c1cccc(Nc2nc(-c3cccnc3)nc3ccccc23)c1
99	89	-7	98	92	0	3	102	COc1ccc(-c2cc(C(=O)Nc3nc4ccccc4s3)c3ccccc3n2)cc1OC
95	96	3	104	94	1	-17	94	CC(C)CC(=O)N1CCN(CC2CC=CCC2)CC1 (stereo not drawn)
93	94	1	93	89	3	11	92	COc1ccc(S(=O)(=O)N2CCCCC2)cc1NC(=O)C1CCCC1
100	102	-2	x	94	3	3	97	CC(C)(C)N=Cc1cc(-c2ccccc2)sc1O
110	99	-1	98	105	0	-5	97	O=C(COc1ccccc1)NCC(=O)Nc1cccc2ccccc12
102	100	33	92	100	1	7	98	CC(C)[C@H](NC(=O)N1CCn2c1nc1ccccc12)C(=O)N[C@@H](Cc1ccccc1)C(=O)O
106	102	4	94	108	4	-1	100	Cc1ccc(CC2SC(=O)NC2=O)cc1Cl (stereo not drawn)
104	106	3	105	95	3	-12	104	Cc1cccc(NC(=S)N(CCCN2CCOCC2)C(C)c2cc3ccccc3o2)c1 (stereo not drawn)
99	105	38	104	101	0	0	100	O=S(=O)(NCCc1cn2ccccc2n1)c1cccs1
96	96	4	98	105	3	-8	95	CCC1S/C(=N/N=C/c2cccs2)NC1=O (stereo not drawn)
